# LGR2 antag – inhibitors of bursicon-induced Drosophila LGR2 receptor cAMP signaling. inhibition, % at 9.99 µM. HEK293 LGR2, CRE-luciferase, bursicon-stimulated, 4 h. AID 720647. hit rate 0.35% among 380,000;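 active = drop in luminescence signal, shown as inhibition above about 50% in the replicate tests, limit read from the data, passing the limit was not always enough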;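 also: agonist challenge used bursicon conditioned medium at about half maximal strength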
# esBAF inh – inhibitors of esBAF chromatin remodeling in mouse ES cells. AID 602393. reporter increase, % at 12.5 µM. Bmi1-luciferase knock-in reporter, 24 h; 100% = twice the neutral-well signal. hit rate 2% among 350,000; in the data active = activation above about 40%;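 also: 0% = median of the plate's neutral control wells and 100% = double that signal; a rise in the Bmi1 reporter signal indicates esBAF inhibition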
# SIRT5 block – inhibitors of human sirtuin-5 desuccinylase; Purified SirT5, succinyl-peptide AMC, trypsin-coupled fluorescence; inhibition, % at 15 µM; hit rate 1.1% among 330,000; AID 652115; in the data active = inhibition above about 15%
# Target sequence (Q9NXA8 whole entry, looked up): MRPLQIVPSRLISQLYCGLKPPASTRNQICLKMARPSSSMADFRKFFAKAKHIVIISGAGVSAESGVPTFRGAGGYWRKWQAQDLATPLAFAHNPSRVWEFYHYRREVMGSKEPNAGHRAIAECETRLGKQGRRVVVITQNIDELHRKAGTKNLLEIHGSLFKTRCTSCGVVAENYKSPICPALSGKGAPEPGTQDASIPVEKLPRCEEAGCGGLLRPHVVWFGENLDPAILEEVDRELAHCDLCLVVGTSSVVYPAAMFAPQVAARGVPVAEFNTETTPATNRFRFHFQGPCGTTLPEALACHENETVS
# S100A4 MyoIIA – S100A4-myosin IIA interaction inhibition; P26447; S100A4/TAMRA-MyoIIA peptide fluorescence polarization; inhibition, % at 10.7 µM; hit rate 0.14% among 360,000;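 active = mean inhibition of at least 70% across replicates, with every replicate also reaching that level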
# Target sequence (P26447 whole entry, looked up): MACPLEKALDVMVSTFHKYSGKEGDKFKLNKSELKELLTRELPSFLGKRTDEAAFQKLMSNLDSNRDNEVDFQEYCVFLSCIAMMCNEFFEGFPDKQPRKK
#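 Material: S100A4 monomer protein | Medium: HEPES pH 7.2 with CaCl2, KCl, NaCl, DTT, Triton | Reagent: Labelled myosin peptide probe, 5 nM | Doses: One dose per compound | Times: 5 min incubation before reading | Benchmarks: Neutral control DMSO, positive control TFP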
# C2C12 statin – suppressors of simvastatin-induced myotoxicity in C2C12 myotubes; AID 602340; hit rate 0.78% among 330,000; rescue of ATP level, % at 7.49 µM; ATP luminescence, 48 h; scaled: DMSO 0, geranylgeraniol control 100;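 active = mean ATP rescue above about 67%, or every replicate alone reaching that limit, limit read from the data, passing the limit was not always enough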;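 also: myotubes were challenged with 10 µM simvastatin during compound exposure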
# FN deposition inh – fibronectin deposition inhibition. hit rate 0.086% among 350,000. AID 743247. AH1F fibroblasts, Alexa488-fibronectin deposition fluorescence, overnight. inhibition, % at 12.6 µM;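 active = mean inhibition across replicates of 30% or more, regardless of how many single replicates reach that level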;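 also: positive control wells lacked labelled fibronectin entirely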
#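 Material: AH1F fibroblast monolayer depositing Alexa488-labelled fibronectin into matrix | Input: 10000 AH1F cells/well | Medium: DMEM plus 2% serum, read in PBS | Reagent: Alexa488-fibronectin, 24 nM final in well | Compound dosing: One dose per compound, pinned | Schedule: 1 h adhesion, overnight exposure | Measured by: Fluorescence at 485 nm excitation, 525 nm emission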
# CASP6 VEID inh – blocks human caspase-6 cleavage activity; P55212; purified caspase-6, Z-VEID-R110 cleavage fluorescence; inhibition, % at 12.5 µM; hit rate 0.53% among 350,000;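 active = mean inhibition across replicates at least about 35%, with every replicate also reaching that limit, limit read from the data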;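 also: 0% = median of neutral control wells and 100% = no fluorescence left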
# Target sequence (P55212 24-179 limits assumed): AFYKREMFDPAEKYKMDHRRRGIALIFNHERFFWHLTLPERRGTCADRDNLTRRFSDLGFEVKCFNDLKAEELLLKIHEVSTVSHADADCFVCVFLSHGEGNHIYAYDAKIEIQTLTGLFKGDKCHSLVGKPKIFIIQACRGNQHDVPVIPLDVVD
# Target sequence (P55212 194-293 limits assumed): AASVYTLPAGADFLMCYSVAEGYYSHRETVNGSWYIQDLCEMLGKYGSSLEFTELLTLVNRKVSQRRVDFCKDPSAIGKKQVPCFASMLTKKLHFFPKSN
# Starred values were filed as active, the others as inactive; nt = no result given. Some of the compounds tested, so the mix of outcomes need not match the whole.
Compound	C2C12 statin	S100A4 MyoIIA	esBAF inh	LGR2 antag	FN deposition inh	CASP6 VEID inh	SIRT5 block
CCOC(=O)c1c(-c2ccc(OC)cc2)csc1NC(=O)C1CCCO1 (stereo not given)	-4	-1	-7	-14	-19	3	-2
Cc1ccc(S(=O)(=O)N2CCCCC2)cc1NC(=O)c1cccs1	-1	-2	1	-17	5	2	1
Cc1occc(=O)c1OCc1ccc(Cl)cc1Cl	28	-1	-4	-6	0	1	2
C[C@H](CO)N1C[C@H](C)[C@@H](CN(C)Cc2ccc(C(=O)O)cc2)Oc2ccc(NC(=O)Nc3ccc(C(F)(F)F)cc3)cc2C1=O	34	-1	1	-16	2	0	-1
CCn1c(SCc2c(F)cccc2Cl)nnc1-c1ccco1	-26	-1	14	-9	nt	3	8
CCCNC(=O)Nc1ccc2c(c1)C(=O)N(C)C[C@H](OC)[C@H](C)CN(Cc1ccc(-c3ccccn3)cc1)[C@H](C)CO2	-2	29	5	11	-7	1	15*
CCCCC(=O)Nc1cccc(NC(=O)c2cccnc2Cl)c1	nt	2	nt	-5	3	1	-4
C[C@@H]1CN([C@H](C)CO)C(=O)c2cc(NC(=O)c3ccccc3)ccc2O[C@@H](C)CCCCO[C@@H]1CN(C)C(=O)Cc1ccccc1	nt	-14	13	17	2	-3	-4
CC1(C)Cc2nc3sc(C(N)=O)c(N)c3cc2CO1	9	2	29	-14	6	1	-1
CC(=O)Nc1nnc(SCc2ccc(C(=O)Nc3ccccc3F)cc2)s1	nt	-1	nt	2	nt	-1	-1
Nc1c(C(=O)CSc2nccn2-c2ccc(Cl)cc2)c(=O)[nH]c(=O)n1C1CC1	-4	4	-4	7	-6	1	1
C/C(=N\NC(=O)c1cccnc1)c1cc2ccccc2o1	nt	7	nt	4	2	2	-2
CC1(C)Cc2ccccc2C(=C(C#N)C#N)N1	4	nt	-4	14	1	nt	nt
CC(C)(C)c1ccc(OCc2ccc(C(=O)Nc3cccnc3)o2)cc1	-49	2	63*	-155	-13	3	3
COc1cccc(NC(=O)C2(C)CCN2C(=O)C2CCCCC2)c1 (stereo not given)	7	0	-4	5	nt	9	-2
COc1ccc([C@H]2CN(c3ccccc3)C(=O)[C@@H]2CC(=O)Nc2ccccc2)cc1	8	-1	21	-11	-15	-3	-8
NC(Cc1ccccc1)c1csc(Nc2ccc(C(=O)c3ccccc3)cc2)n1 (stereo not given)	-8	-2	-6	49	-5	28	0
O=C1NC[C@H](Cc2ccccc2)N(C[C@H]2CCCN2C[C@H](Cc2ccccc2)N2C[C@H](Cc3ccc(O)cc3)N(CC3CCCCCC3)C(=O)C2=O)C1=O	-12	5	3	30	6	5	6
CN(C(=O)COC(=O)Cc1c(Cl)cccc1Cl)C1CCS(=O)(=O)C1 (stereo not given)	3	0	-7	-3	-7	2	-2
O=C1CN(c2nc(-c3cccnc3)nc3sc4c(c23)CCCC4)CCN1	1	-3	23	7	-1	1	-2
CCCNC(=O)c1ccc(N2CC3CC(C2)c2cccc(=O)n2C3)c(NC(=O)Nc2ccc(CC)cc2)c1 (stereo not given)	0	2	2	-15	0	1	2
CCN1CCN(C(=O)c2ccc(CN(c3ccccc3)S(=O)(=O)c3ccccc3)cc2)CC1	nt	10	nt	nt	3	4	2
CCCCNc1c2c(nc3c(-c4ccccc4)c(C)nn13)CCC2	21	-3	-9	nt	nt	1	-1
COc1ccc(CN(C)C[C@@H]2OCCCC[C@@H](C)Oc3ccc(NC(=O)Nc4ccc(OC)cc4)cc3C(=O)N([C@H](C)CO)C[C@@H]2C)cc1	nt	19	-2	nt	-2	1	1
Cc1ccccc1C(=O)NCC(c1ccco1)N1CCc2ccccc21 (stereo not given)	-2	-7	-3	11	5	2	-2
COc1ccc(CN2C(=O)c3cccnc3C2=O)cc1S(=O)(=O)NC(C)C	5	0	-5	0	2	1	-3
COc1ccc(S(=O)(=O)N(C)C[C@H]2OCCCC[C@@H](C)Oc3ccc(NS(=O)(=O)c4cn(C)cn4)cc3C(=O)N([C@@H](C)CO)C[C@@H]2C)cc1	nt	-9	-1	5	-15	-2	3
Cc1ccc(-c2ccc([C@@H]3[C@H](CO)N4C(=O)CN(C(=O)c5ccncc5)C[C@@H]34)cc2)cc1	nt	6	nt	13	nt	1	-4
CCNC(=S)N(CCc1ccc(OC)c(OC)c1)Cc1cc2cc(OC)ccc2[nH]c1=O	3	3	4	26	1	3	-3
O=C(Nc1cc2c(cc1C(=O)O)OCCCO2)c1ccc(F)cc1F	3	-1	34	2	2	4	0
CCN(CC(=O)Nc1c(F)cccc1F)C(=O)c1ccc(=O)n(Cc2ccccc2)n1	3	-6	-1	7	1	1	1
CC1(C)CC2CC(C)(CN2CC(O)COc2ccccc2)C1 (stereo not given)	nt	0	nt	2	nt	-2	nt
O=c1[nH]c(C(F)(F)F)nc2ccc3ccccc3c12	0	-7	-3	-31	0	-1	-28
CCC(=O)Nc1ccc2c(c1)OC[C@@H](C)N(C(=O)c1cnccn1)C[C@@H](C)[C@H](OC)CN(C)C2=O	-10	9	-4	6	0	0	-1
Cc1ccc(Cn2ncc3c(N4CCN(C5CCCC5)CC4)ncnc32)cc1	nt	-1	nt	-5	-1	3	-3
O=C(Cn1c2ccc(F)cc2c2nc3n(c(=O)c21)CCS3)Nc1ccccc1C(F)(F)F	nt	-2	nt	2	4	1	-4
COC(=O)C1C/C(=N/NS(=O)(=O)c2ccc(C)cc2)CS1 (stereo not given)	1	3	3	-8	5	-2	0
Cc1cc(=O)[nH]c(N/N=C/c2sccc2C)n1	-4	-1	10	nt	-3	0	0
C/C=C/c1ccc2c(c1)O[C@H](CN(C)C(=O)Nc1cc(F)ccc1F)[C@H](C)CN([C@@H](C)CO)S2(=O)=O	-21	0	0	-1	nt	0	6
COc1cc(-c2nnc3n2CCCCC3)cc(OC)c1OC	15	0	-5	0	3	-3	7
Cc1ccccc1NC(=O)C1CC(=O)N(Cc2ccccc2)C1 (stereo not given)	0	-2	1	20	0	0	-3
COCC(=O)N(C)C[C@H]1Oc2cc(-c3ccccc3)ccc2S(=O)(=O)N([C@@H](C)CO)C[C@H]1C	-18	-5	3	-2	nt	1	-1
CCN(CC)c1ccc(/C=N/NC(=O)c2cccc(S(=O)(=O)Nc3ccccc3OC)c2)c(O)c1	nt	4	nt	36	1	0	7
CN(C)C(CNC(=O)C1CCN(S(=O)(=O)c2cccc(C(F)(F)F)c2)CC1)c1ccccc1 (stereo not given)	7	2	-2	-4	1	-156	1
CCOC(=O)C1=C(C)NC(=O)NC1c1ccc(-c2ccccc2F)o1 (stereo not given)	11	-8	5	1	5	2	nt
CN(CC(=O)Nc1cccc(F)c1)C(=O)c1ccc(COc2ccccc2)cc1	-8	-5	19	-24	6	-1	14
COC(=O)CCCN1C(=O)NC(c2ccc(-c3ccccc3)cc2)C(C(=O)OCc2ccccc2)=C1C (stereo not given)	3	-5	3	-6	0	-2	-8
O=C1C(Cl)=C(Nc2ccc3cn[nH]c3c2)C(=O)c2ccccc21	-315	1	-44	-29	71*	4	-2
Cc1csc(-c2nc3ccccc3n2C(C)c2nc3ccccc3[nH]2)c1 (stereo not given)	nt	-3	nt	3	6	2	-3
CN1C(CC(=O)Nc2ccc(Br)cc2)c2ccccc2CC1(C)C (stereo not given)	nt	-7	nt	20	6	4	1

# Next section.
Compound	C2C12 statin	S100A4 MyoIIA	esBAF inh	LGR2 antag	FN deposition inh	CASP6 VEID inh	SIRT5 block
CC1CC(C)CN(CC(=O)N2c3ccccc3CCc3ccccc32)C1 (stereo not given)	9	nt	-11	-26	-7	nt	nt
Cc1cn([C@H]2C[C@H](O)[C@@H](/C=C/C(=O)NCCc3cccs3)O2)c(=O)[nH]c1=O	9	2	2	4	5	1	-4
CC(C)CC#Cc1ccc([C@@H]2[C@H](CO)N3CCCCN(C(=O)NC4CCCC4)C[C@@H]23)cc1	-17	-4	-9	-11	nt	-1	0
CCOC(=O)Cc1csc(NC(=O)c2cc(OC)cc(OC)c2)n1	-9	nt	4	nt	7	nt	nt
COc1ccccc1OCC(=O)NCCCN1CCOCC1	3	-1	2	-16	0	-3	1
Cc1cc(C)c2oc(C(=O)N(Cc3ccc(F)cc3)C3CCS(=O)(=O)C3)cc(=O)c2c1 (stereo not given)	8	-15	1	-8	-5	2	-3
NC(=O)C1=C(N)c2ccccc2C1c1ccccc1 (stereo not given)	nt	2	nt	11	-17	5	-3
COc1ccccc1CC(=O)Nc1ccc(OC)c(OC)c1	8	11	1	-10	nt	3	-2
Cn1c(C(=O)N2CCCC(C(=O)NCCN3CCOCC3)C2)cc2sccc21 (stereo not given)	-7	-4	-2	-4	nt	1	3
CCn1c(CCNS(=O)(=O)c2ccccc2Br)nnc1SC	20	-2	4	-9	-4	4	-5
O=C(O)c1cccc(NC(=O)c2ccc3c(c2)C(=O)N(C2CCCCC2)C3=O)c1	nt	-4	nt	-96	0	3	0
O=C(Nc1ccc(F)cc1)Nn1cnnc1	-4	0	0	12	-3	-1	-1
C[C@@H]1CN([C@H](C)CO)C(=O)Cc2cc(NS(=O)(=O)c3ccccc3)ccc2O[C@H]1CN(C)S(=O)(=O)c1ccccc1	7	-6	-1	2	nt	1	1
CSCCC(NC(=O)c1ccc(Cl)cc1Cl)C(=O)N1CCN(C(=O)c2ccccc2)CC1 (stereo not given)	2	-5	3	-9	16	-4	-2
O=C(NC1CC1)c1ccc2c(c1)N(Cc1ccccc1)CCS2	4	-3	-7	-8	-16	-2	-4
CCCc1cc(-c2n[nH]c(=S)n2CC(C)C)cs1	nt	-4	nt	5	3	1	4
O=[N+]([O-])c1cc(-c2nnc(Nc3ccccc3)c3ccccc23)ccc1N1CCOCC1	nt	-5	nt	1	-4	1	-1
CCOC(=O)c1ccccc1NC(=O)[C@@H]1CCCN1C(=O)OC(C)(C)C	2	-2	-1	10	0	4	2
CCn1nc(C)c(NC(=O)CCSc2nc(-c3ccco3)cc(C(F)(F)F)n2)c1C	19	nt	-4	nt	1	nt	nt
CCOC(=O)N1CCN(C(=O)CCS(=O)(=O)c2ccc(Br)s2)CC1	12	nt	1	nt	-1	nt	nt

# Reprinted at random: 3 entries already listed
Compound	C2C12 statin	S100A4 MyoIIA	esBAF inh	LGR2 antag	FN deposition inh	CASP6 VEID inh	SIRT5 block
C/C=C/c1ccc2c(c1)O[C@H](CN(C)C(=O)Nc1cc(F)ccc1F)[C@H](C)CN([C@@H](C)CO)S2(=O)=O	-21	0	0	-1	nt	0	6
O=[N+]([O-])c1cc(-c2nnc(Nc3ccccc3)c3ccccc23)ccc1N1CCOCC1	nt	-5	nt	1	-4	1	-1
C[C@H](CO)N1C[C@H](C)[C@@H](CN(C)Cc2ccc(C(=O)O)cc2)Oc2ccc(NC(=O)Nc3ccc(C(F)(F)F)cc3)cc2C1=O	34	-1	1	-16	2	0	-1

# Next compounds follow.
Compound	C2C12 statin	S100A4 MyoIIA	esBAF inh	LGR2 antag	FN deposition inh	CASP6 VEID inh	SIRT5 block
CCc1cc2c(=O)n(Cc3ccco3)c(SCC(=O)N(C)C3CCS(=O)(=O)C3)nc2s1 (stereo not given)	nt	-3	nt	nt	4	5	2
COc1cc2c(cc1O)[C@@H]1Cc3cc(O)c(OC)cc3[C@H](C2)N1C	-11	-2	8	12	3	-3	nt
Cc1nnsc1C(=O)Nc1ccc(S(=O)(=O)N2CCCCC2)cc1	-15	-17	0	9	-10	4	-1
CCN(CC(=O)Nc1cccc(OC)c1)C(=O)c1cnc(Cl)c(Cl)c1	5	-2	-10	5	4	-4	-4
Cc1ccc(S(=O)(=O)Nc2ccc3c(c2)C(=O)N([C@@H](C)CO)C[C@H](C)[C@H](CN(C)Cc2ccncc2)O3)cc1	-4	-5	3	2	nt	-1	2
O=C(Nc1cnccn1)Nc1cccc(Cl)c1Cl	nt	-1	nt	20	15	2	-5

# Screening data from PubChem.
